# Screening data (PubChem)
# EP2 modulator = EP2 receptor (human) modulation; P43116; EP2-expressing cells, cAMP HTRF FRET, PGE2 co-stimulation; induction, % at 25 µM; 260,000 tested, 0.83% active;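 active means compounds whose cAMP rise, as percent of the full-agonist control response, exceeds 60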;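 further: rat C6 glioma line stably carrying human EP2 under a CMV promoter; the protocol text gives 20 µM as final concentration; 100% = response of wells given 1 µM PGE2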
# The depositor's hits bear a star. Some of the compounds tested; the hit share may differ from the screen's.
SMILES,EP2 modulator
CC[C@H]1C(=O)OC[C@H]1Cc1cncn1C,20
